TDP1 block: TDP1 (human) enzyme inhibition | Q9NUW8 | recombinant TDP1, AlphaScreen DNA substrate cleavage | Potency, µM (titrated, usually from 130 µM), for inactives: at the top dose activity change, negative = inhibition, usual class: inhibitors | 350,000 compounds, 0.28% hits; also: nearly all actives have a fitted effect of over 40% in size
Target sequence (Q9NUW8 whole entry, looked up): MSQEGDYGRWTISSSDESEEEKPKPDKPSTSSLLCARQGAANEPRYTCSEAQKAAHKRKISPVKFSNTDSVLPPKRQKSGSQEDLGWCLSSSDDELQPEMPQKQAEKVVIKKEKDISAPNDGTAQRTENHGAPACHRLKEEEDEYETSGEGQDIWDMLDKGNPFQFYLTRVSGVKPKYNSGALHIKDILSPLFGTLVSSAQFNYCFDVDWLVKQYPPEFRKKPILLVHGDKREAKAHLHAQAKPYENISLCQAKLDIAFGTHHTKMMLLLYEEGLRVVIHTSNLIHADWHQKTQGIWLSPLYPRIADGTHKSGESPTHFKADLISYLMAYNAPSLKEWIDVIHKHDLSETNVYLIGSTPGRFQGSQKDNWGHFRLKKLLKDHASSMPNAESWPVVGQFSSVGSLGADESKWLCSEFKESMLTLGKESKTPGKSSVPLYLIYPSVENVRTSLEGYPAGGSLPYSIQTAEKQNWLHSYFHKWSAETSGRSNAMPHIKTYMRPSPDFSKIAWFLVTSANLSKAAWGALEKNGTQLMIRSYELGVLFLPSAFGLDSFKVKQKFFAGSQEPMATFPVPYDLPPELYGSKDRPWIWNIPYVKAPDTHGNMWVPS
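Compounds were preincubated with Tdp1 (1 nM final) for 15 min at room temperature before substrate (15 nM final) started a 5 min reaction; beads (10 ug/ml final) were then added for 10 min before AlphaScreen detection.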
TDP1 cell noCPT: qHTS for Inhibitors of human tyrosyl-DNA phosphodiesterase 1 (TDP1): qHTS in cells in absence of CPT; DT40 Tdp1-/- hTDP1 cells, no CPT, ATP luminescence, 48 h; Potency, µM (top dose mostly 46.2 µM), for inactives: at the highest dose activity change, negative = growth inhibition, hits mostly inhibitors; AID 686978, 2013; 420,000 compounds, 15% hits; also: nearly all actives have a fitted effect of over 55% in size
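Chicken DT40 Tdp1-/- cells complemented with human TDP1, screened without camptothecin (DMSO vehicle only), 400 cells/well. Compounds pin-transferred, cells incubated at 37 °C for at least 48 hr. Growth read as ATP-dependent luminescence (CellTiter-Glo, 30 min at RT).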
TDP1 cell CPT: DT40-hTDP1 cell growth loss with CPT; AID 686979; 420,000 compounds, 12% hits; Potency, µM (top dose mostly 46.2 µM), inactives show at the highest dose activity change, negative = growth inhibition, most hits filed as inhibitors; chicken DT40 Tdp1-/-;hTDP1 cells + 20 nM CPT, ATP luminescence, 48 h; also: nearly all actives have a fitted effect of over 55% in size
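Chicken DT40 Tdp1-/- cells complemented with human TDP1, 400 cells/well, exposed to compounds plus 20 nM camptothecin for at least 48 h at 37 C; viability read as ATP content by CellTiter-Glo luminescence.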
The depositor's hits bear a star; ? = inconclusive; . = no result given; & = joins results of further samples; [ ] = another dose, or the depositor's remark. Calls follow the shape of the dose curve; as a rule, active = well fitted curve in the direction sought with a large enough effect; inconclusive = small, poorly fitted or top-dose-only effect, or another doubt; inactive = no such curve, though single readings can be large; an effect the other way counts as inactive or inconclusive. % is scaled to controls: 0 for no effect and ±100 for the full control effect; potency is read from the fitted curve at half-maximal effect.

A first look, 3 compounds:
Values in the order: TDP1 cell CPT	TDP1 block	TDP1 cell noCPT
CN(C)C=Nc1nc2ccccc2nc1N1CCCC1
    -2%	3%	?
CCOC(=O)C1CCN(C(=O)c2ccc(Br)o2)CC1
    -2%	-5%	-13%
O=C(CSc1nnnn1-c1ccccc1)Nc1ccc(N2CCOCC2)cc1
    6%	8%	-13%

Main list, previewed entries included:
Values in the order: TDP1 cell CPT	TDP1 block	TDP1 cell noCPT
CN(C)C=Nc1nc2ccccc2nc1N1CCCC1
    -2%	3%	?
CCOC(=O)C1CCN(C(=O)c2ccc(Br)o2)CC1
    -2%	-5%	-13%
O=C(CSc1nnnn1-c1ccccc1)Nc1ccc(N2CCOCC2)cc1
    6%	8%	-13%
O=C(CCC(=O)Nc1ccc(F)cc1)N/N=C/c1ccc(O)cc1
    1%	.	-4%
CCCCCCCc1n[nH]c(=S)n1Cc1ccccc1
    ?	5%	?
C/C(=N\S(=O)(=O)c1ccc(C)cc1)NC(=S)Nc1ccccc1
    8%	-5%	3%
CCCCn1c(N)c(N(CCOC)C(=O)CSc2nnc(-c3ccncc3)n2CCC)c(=O)[nH]c1=O
    5%	.	-9%
COc1cccc(N2C(=NC(=O)C3CCCO3)SC3CS(=O)(=O)CC32)c1 (configuration not stated)
    0%	6%	2%
Cc1cc(N2CCC(C(=O)Nc3ccc(Cl)cc3)CC2)n2nc(C)c(-c3ccc(Cl)cc3)c2n1
    -3%	1%	4%
O=C(Cn1cnc2c(cnn2-c2ccccc2)c1=O)OCc1ccccc1
    0%	6%	-13%
COc1cccc(NC(=O)N(C)C[C@H]2OCc3cn(nn3)CCCC(=O)N([C@@H](C)CO)C[C@@H]2C)c1
    0%	.	-5%
O=S(=O)(c1ccc(Cl)cc1)c1nc(-c2ccco2)oc1N1CCCCC1
    ?	12%	23µM*
COc1ccc([C@H]2C[C@@H](O)[C@H](n3cc(C4CC4)nn3)CN2C(=O)c2cccs2)cc1
    -25%	.	?
Fc1ccc(N2CCN(Cc3ccc4c(c3)CN(Cc3cccn3-c3ncccn3)CCO4)CC2)cc1
    3%[9.04 µM]	.	?
Cc1cc(C)n(CC(=O)NNC(=O)C2CC(=O)N(Cc3ccccc3Cl)C2)n1 (configuration not stated)
    4%	-8%	?
Nc1ccc2c(c1)C(=O)CCC2
    -8%	.	-22%
COc1ccc(C(=O)Nn2c(SCC(=O)c3ccccc3)nc3ccccc3c2=O)cc1
    ?	3%	-18%
COc1ccccc1-c1ccc(C(=O)N(C)C(C)c2ccon2)c(N2CCN(c3ccccc3F)CC2)n1 (configuration not stated)
    16%[9.04 µM]	.	-8%
O=C(O)CSc1nc2ccccc2n1C1CCCCC1
    12%	0%	15%
Cn1c(SCC2CCCCC2)nnc1-c1ccncc1
    -12%	-4%	-23%
CS(=O)(=O)c1ccc(-c2nnc(NC(=O)c3ccc(S(=O)(=O)N4CCCC4)cc3)o2)cc1
    0%	.	6%
CCOC(=O)CCC(NC(=O)c1ccc(NCN2C(=O)c3ccccc3C2=O)cc1)C(=O)OCC (configuration not stated)
    -4%	3%	-16%
CCOc1ccc(-c2nnc(NC(=O)CCCOc3cccc(C)c3)o2)cc1
    ?	6%	?
CCN1CCN(C(c2cccc(OC)c2)c2c(O)cc(C)n(Cc3ccco3)c2=O)CC1 (configuration not stated)
    -1%	3%	0%
O=C(NCc1ccc(F)c(F)c1)C1CCC(=O)N(CC2CCCCC2)C1 (configuration not stated)
    4%	2%	-1%
COc1ccc(C2=C(Nc3ccc(C)cc3)c3ccccc3C2=O)cc1
    5.2µM*	3%	?
COc1ccc(F)cc1S(=O)(=O)NCc1ccccc1
    0%	0%	-7%
CCOC(=O)c1c(C(=O)OCC)c(C)n(N2C(=O)CSC2=S)c1C
    -9%	7%	-11%
CCOC(=O)c1cc2c(C)n(-c3ccc(C)cc3)c(C)c2ccc1=O
    15µM*	6%	8.2µM*
C[C@H](NS(=O)(=O)c1ccc(Cl)cc1)C(=O)OCC(=O)c1ccc[nH]1
    -4%	1%	-16%

Values in the order: TDP1 cell CPT	TDP1 block	TDP1 cell noCPT
COCC(=O)N1C[C@H]2CON(C)[C@H]2C[C@H]1c1cccc(-c2ccccc2OC)c1
    3%	.	8%
Cc1ccc2nc(C3CCCCC3)c(Cc3ccccc3)n2c1
    15µM*	.	16µM*
O=C(COC(=O)c1ccc[n+]([O-])c1)Nc1ccc([N+](=O)[O-])cc1Cl
    -4%	0%	-2%
COc1ccc(CNc2ncncc2-c2ccccc2C)c(OC)c1
    -2%	.	-21%
CCN(C[C@H]1N[C@@](C)(C(=O)OC)[C@H]2C(=O)N(Cc3ccccc3)C(=O)[C@@H]12)S(=O)(=O)c1ccc(OC)cc1
    ?	0%	-24%
Cc1nn(-c2ccccc2)c(Cl)c1C(=O)OCC(=O)NCCc1ccccc1
    ?	-1%	?
O=C(Nc1ccccc1-c1ccccc1)c1cccc(C(F)(F)F)c1
    -8%	0%	-28%
Cc1ncsc1CCOC(=O)c1cccnc1
    -12%	-2%	2%
COc1cccc(-n2nc(C(=O)N3CC(C)CC(C)C3)c3ccccc3c2=O)c1 (configuration not stated)
    -22%	5%	-12%
Cc1ccc2cc(S(=O)(=O)NCCCC(=O)O)ccc2c1
    -2%	-2%	1%
Cc1ccc(NC(=O)CCCC(=O)OC(C)C(=O)c2ccccc2)cc1 (configuration not stated)
    -1%	.	-7%
Cc1ccc2occ(/C=N/NC(=O)c3ccc(Cl)cc3)c(=O)c2c1
    -18%	.	-23%
CN1CCN(S(=O)(=O)c2cccc(C(=O)Nc3cccc(S(N)(=O)=O)c3)c2)CC1
    -4%	-9%[0.0935 µM]	-1%
Cc1cccc(N(C)c2nc3ccc(C)cc3n3cnnc23)c1
    ?	-2%	16µM*
CCOc1ccccc1NC(=O)C(CC)n1c(C(=O)OC)cc2occc21 (configuration not stated)
    ?	-3%	?
O=C(CSc1nc(-c2ccccc2)no1)N1CCN(c2ccc(F)cc2)CC1
    -23%	8%	-22%
O=C(N/C=C/c1ccc(Cl)cc1)NCc1ccc(Cl)cc1
    0%	9%	-22%
COc1ccc(-c2nc(S(=O)(=O)c3ccc(C)cc3)c(N3CCCC3)o2)cc1
    -19%	6%	-25%
Cc1c(Br)c(C(=O)NCc2cc3cc(Cl)ccc3[nH]2)nn1C
    ?	6%	?
CCC1(c2ccc(F)cc2)NC(=O)N(CC(=O)Nc2ccc(C)c(S(=O)(=O)N3CCOCC3)c2)C1=O (configuration not stated)
    -1%	5%	-14%
O=C(NNC(=S)NC1CCCCC1)c1ccc(Cl)s1
    -24%	5%	15µM*
O=C(O)Cn1ccnc1
    3%	0%	0%
COc1cccc(C(=O)N(Cc2cc3cc(C)ccc3[nH]c2=O)CC2CCCO2)c1 (configuration not stated)
    ?	-3%	-23%
CN(C)Cc1c(O)c(Cl)cc2c3c(c(=O)oc12)CCCC3
    ?	-1%	15µM*
O=C(c1cccn2c(=O)c3ccccc3nc12)N1CCN(c2ccccn2)CC1
    -13%	2%	?
O=C(NCCOc1ccccc1)c1cccc2c1C(=O)c1ccc(Cl)cc1S2(=O)=O
    ?	4%	23µM*
O=C(NC1=NCCS1)c1sc2ccccc2c1Cl
    -2%	5%	?
Cc1ccnc(SCC(=O)N2CCN(c3ccccc3)CC2)n1
    -12%	-5%	-10%
Cc1ccc(C(C(=O)NC(C)(C)C)N(Cc2ccc3c(c2)OCO3)C(=O)c2ccc(CN3CCOCC3)o2)o1 (configuration not stated)
    8%	1%	?
O=C(C[C@@H]1C[C@@H]2c3cc(NC(=O)C4CCC4)ccc3O[C@@H]2[C@@H](CO)O1)NCc1ccc(Cl)cc1
    ?	.	?

Ordered by length of the SMILES (high to low): four of the compounds above
Values in the order: TDP1 cell CPT	TDP1 block	TDP1 cell noCPT
CCN(C[C@H]1N[C@@](C)(C(=O)OC)[C@H]2C(=O)N(Cc3ccccc3)C(=O)[C@@H]12)S(=O)(=O)c1ccc(OC)cc1
    ?	0%	-24%
O=C(COC(=O)c1ccc[n+]([O-])c1)Nc1ccc([N+](=O)[O-])cc1Cl
    -4%	0%	-2%
O=C(c1cccn2c(=O)c3ccccc3nc12)N1CCN(c2ccccn2)CC1
    -13%	2%	?
Cc1nn(-c2ccccc2)c(Cl)c1C(=O)OCC(=O)NCCc1ccccc1
    ?	-1%	?

The list goes on:
Values in the order: TDP1 cell CPT	TDP1 block	TDP1 cell noCPT
CCOc1ccc(-c2c(C(=O)N/N=C/c3c[nH]c4ccccc34)nnn2-c2nonc2N)cc1
    ?	2%	16µM*
Cc1ccc(C(=O)COC(=O)CCc2ccc(S(=O)(=O)N3CCCCC3)cc2)cc1
    -13%	3%	-22%
Cc1cccc(CNS(=O)(=O)c2csc(C(N)=O)c2)c1
    ?	5%&5%	-27%&-26%
COC(=O)C1(C(F)(F)F)N=C2Sc3ccccc3N2C(N2CCOCC2)=N1 (configuration not stated)
    16%	0%	0%
CC(C)Sc1nc2ccccc2c(=O)[nH]1
    -29%	-3%	-2%
COc1ccc(C(=O)Nc2cc(OC)c(Cl)cc2OC)cc1
    -22%	3%	?
Cc1ccc(Cl)cc1-n1c(=O)cc(N2CCN(c3ccccc3)CC2)[nH]c1=O
    -28%	-10%	?
CCN(C(=O)CCS(=O)(=O)c1ccc2c(c1)CCN2C(C)=O)c1cccc(C(F)(F)F)c1
    -26%	2%	?
Cc1ccc(NS(=O)(=O)c2ccc3[nH]c(=O)ccc3c2)cc1N(C)C
    ?	4%	?
Cc1ccc(N2CC(NC(=O)C(=O)c3c[nH]c4ccccc34)CC2=O)cc1C (configuration not stated)
    -8%	-4%[0.505 µM]	-15%
CCOC(=O)c1c(NC(=O)c2cc3n(n2)C(C(F)(F)F)CC(c2cccs2)N3)sc(C)c1C (configuration not stated)
    5.2µM*	0%	6.5µM*
CCCCNC(=O)C1CCN(Cc2ccc(OCc3ccccc3)c(OC)c2)CC1
    ?	.	?
O=C(COC(=O)[C@@H]1CCCN1C(=O)c1cccs1)Nc1cccc([N+](=O)[O-])c1
    -26%	2%	-4%
CCCOC(=O)C1=C(C)N(C)C(=O)NC1c1cc2c(cc1[N+](=O)[O-])OCO2 (configuration not stated)
    ?	-5%	?
CCn1cc(C(=O)NCCCOC(C)C)c(=O)c2cc(S(=O)(=O)N3CCC(C)CC3)ccc21
    ?	0%	?
COc1ccc(-c2ccc(C(=O)Nc3ccccc3)c3occc23)c(C)c1
    21µM*	.	?
CSCCC(C(=O)NCc1ccccc1)n1c(C2CCN(C(C)=O)CC2)nc2ccccc21 (configuration not stated)
    ?	.	?
CCCN(CCC)S(=O)(=O)c1cccc(C(=O)N=c2sccn2C)c1
    ?	3%	?
CC(=O)N1CCc2c(sc(NC(=O)CS(=O)(=O)c3ccc(F)cc3)c2C(N)=O)C1
    0%	-8%	8%
Oc1ccc(C(=S)N2CCCCCC2)cc1
    -17%	4%	-3%
CCOC(=O)C1CCCN(S(=O)(=O)c2ccc(-c3cc(C)no3)s2)C1 (configuration not stated)
    ?	-5%	-13%
Cc1nc2c(C)cccn2c1/C(O)=C1\C(=O)C(=O)N(CCN(C)C)C1c1ccncc1 (configuration not stated)
    1%	-1%	-3%
FC(F)(F)c1ccccc1-c1nc(NCc2cccnc2)c2ccccc2n1
    -16%	.	-7%
COC(=O)COc1ccc2cc(-c3ccc(OC)cc3)c(=O)oc2c1
    -6%	4%	7%
CCc1ccccc1NC(=O)N1C2CCCC1CC(NC(C)=O)C2 (configuration not stated)
    -13%	2%	0%
COc1cc(C(=O)NC2=NCCS2)cc(OC)c1OC
    0%	-2%	14%
COc1ccc(OC)c(S(=O)(=O)NCc2ccc3c(c2)CCN3C(=O)c2cccc(C)c2)c1
    2.6µM*	8%	2.6µM*
COc1ccc(OCCN2CCCC2)cc1Nc1nnc(Cl)c(Nc2ccccc2S(C)(=O)=O)n1
    ?	.	?
Cc1nc2ccc(NC(=O)CCS(=O)(=O)c3ccccc3)cc2s1
    10%	-4%	-10%
CCN(CCn1cccn1)C(=O)C1CCC(=O)N(CC2CCCCC2)C1 (configuration not stated)
    5%	4%	17%

Values in the order: TDP1 cell CPT	TDP1 block	TDP1 cell noCPT
CC(C)Cc1csc(NC(=O)C(C)C)c1C(=O)O
    -11%	.	-1%
CC(=O)c1ccsc1B(O)O
    -24%	5%	-8%
O=C(CC12CC3CC(CC(C3)C1)C2)N1CCCC1
    ?	2%	?
CC(C)[C@H](NC(=O)N1CCn2c1nc1ccccc12)C(=O)N[C@@H](Cc1ccccc1)C(=O)O
    5%	.	7%
CC1CC2(CC(C)(C(=O)CSc3n[nH]c(-c4ccccc4Cl)n3)OC2=O)C(=O)O1 (configuration not stated)
    -9%	-8%	-1%

Random draw from the library; about 18% have a hit in one of these screens.
